# SV40 large T antigen – SV40 large T antigen inhibitors, biochemical (AID 1903); SV40 large T antigen ATPase/helicase inhibition assay; higher % means a stronger effect; inhibition, % at 20 µM; hits with a dose series show IC50 in µM; 310,000 compounds, 0.39% hits; in the data active = a potency from the dose series; inconclusive = inhibition mostly from about 32% at the one dose, without a potency; inactive = the rest, 99 in 100 with inhibition below about 32%; also: strong numbers were not always called active
# Rac1 GTP hydrolysis – MgcRacGAP GTPase-activating activity inhibitors, confirmation, biochemical, ADP Hunter fluorescence; MgcRacGAP-stimulated Rac1 GTP hydrolysis, ADP Hunter fluorescence; higher % means a stronger effect; GST-tagged Rac1 F28L mutant substrate; inhibition, % at 30 µM, or IC50 in µM where a hit was titrated; 340,000 compounds, 0.6% hits;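 active = first-screen hits whose inhibition reached a set limit at any dose in the follow-up dose series; inconclusive = inhibition above the set first-screen limit but never retested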;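 also: fluorescence reports GDP produced by GAP-driven GTP hydrolysis; strong numbers were not always called active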
# Salmonella PhoP GFP – inhibitors of PhoP regulon expression, primary screen, Salmonella Typhimurium, GFP reporter (AID 1863). S. Typhimurium PhoP-regulated promoter GFP reporter, 4 h; higher % means a stronger effect. inhibition, % at 50 µM; hits with a dose series show IC50 in µM. 300,000 compounds, 0.16% hits;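 active = inhibition over 29.93%, a cutoff 3 SD above the screen mean, later confirmed by dose response; inconclusive = inhibition over 29.93% but no dose response follow-up; inactive = inhibition at most 29.93% or unconfirmed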;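 also: 0% = low Mg2+ inducing control and 100% = high Mg2+ repressing control; strong numbers were not always called active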
# T cell HTS – T cell immune modulation candidate; 2C CD8+ T cell-vesicle binding, flow cytometry; hits give low values; calls only at 7 µM; 330,000 compounds, 0.068% hits; AID 2052;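 active = response, share of CD8 T cells binding vesicles, and their 90th percentile fluorescence all below set limits, cut at about 80% in these data, passing the limit was not always enough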
#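 Assay system: 2C TCR transgenic mouse naive CD8+ T cells, MACS-purified | Read-out: CD8+ gate FL2 mean fluorescence as % of same-row positive control | Signal: High-throughput flow cytometry with anti-B7-1 and anti-CD8 staining | Timing: Binding step 1.5 h, 37 °C, antibody labelling 20 min, ice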
# Myeloid diff MLP – compounds promoting myeloid differentiation; calls only at 10 µM; AID 624256; 360,000 compounds, 1% hits; ER-HoxA9 myeloid progenitors, lysozyme-GFP differentiation, flow cytometry;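 active = normalized GFP-positive differentiation at or above the plate's own cutoff, the solvent-only control mean plus 3 SD; inconclusive = no clear call, values can overlap the other calls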;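 also: cells exposed to compound for four days before flow analysis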
# West Nile virus CPE – inhibition of WNV-induced cytopathic effect – cell-based, CPE readout (AID 1621); 290,000 compounds, 0.02% hits; CPE inhibition, % at 10 µM, or IC50 in µM where a hit was titrated; West Nile virus-infected cells, CPE inhibition; higher % means a stronger effect; in the data active = a potency from the dose series; inconclusive = CPE inhibition mostly from about 3.7% at the one dose, without a potency; inactive = the rest, 99 in 100 with CPE inhibition below about 2.2%; also: strong numbers were not always called active
# WT yeast gro inh – growth inhibition of WT yeast, mitochondrial fusion screen | AID 1362 | inhibition, % at 10 µM | mitochondrial fusion phenotypic screen, WT strain | 190,000 compounds, 2.1% hits; in the data active = inhibition above about 58%; tested in S. cerevisiae
# b-catenin transl – alters nuclear translocation of beta-catenin in HeLa cells. immunofluorescence imaging. nuclear translocation activity, % at 5 µM. 190,000 compounds, 0.3% hits. AID 1665;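 active = nuclear translocation activity above 50% at 5 µM, with a well cell count of 50 or more; inconclusive = wells under 50 cells across six images, flagged as toxic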;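 also: per-cell ratio of nuclear to cytoplasmic median beta-catenin stain intensity; plate controls were DMSO negative control for no effect and GSK-3 inhibitor IX positive control for full effect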
#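 Test system: human HeLa cell line; Doses: 5 µM primary, 0.02–20 µM confirmation; Incubation: 24 h compound exposure, 37°C; Detection: beta-catenin immunofluorescence imaging with DAPI; Read-out: beta-catenin nuclear/cytoplasmic ratio, % activation.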
# RSV antiviral HEp-2 – RSV antiviral activity via CPE protection, HEp-2 cells, primary 10 µM value included (AID 2391); HEp-2 cells, RSV-induced CPE inhibition; higher % means a stronger effect; CPE inhibition, % at 10 µM, or IC50 in µM where a hit was titrated; 310,000 compounds, 0.13% hits; in the data active = a potency from the dose series; inconclusive = CPE inhibition mostly from about 23% at the one dose, without a potency; inactive = the rest, 99 in 100 with CPE inhibition below about 21%; also: strong numbers were not always called active
# WT yeast gro inh mutant strain – also measured in WT yeast gro inh; calls as there; inhibition, %; mitochondrial fusion phenotypic screen, mutant strain inhibition
# b-catenin transl cell count 5 µM – recorded beside b-catenin transl, whose call it bears; cell count; measured here: cell count, cytotoxicity flag
# T cell HTS vesicle-bound % – recorded beside T cell HTS, whose call it bears; double positive events, %; measured here: CD8+ vesicle-bound cell fraction;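 binding gate set so that unloaded-vesicle control wells show 10% double positive cells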
# Myeloid diff MLP GFP+ MAC1+ % – recorded beside Myeloid diff MLP, whose call it bears; GFP+ MAC1+ double positive, %; measured here: differentiation confirmed by MAC1 staining
# Numbers without * were called inactive; i = inactive; ? = inconclusive; . = not tested or not shown; + = active, no number.
SMILES,SV40 large T antigen,Rac1 GTP hydrolysis,Salmonella PhoP GFP,T cell HTS,T cell HTS vesicle-bound %,Myeloid diff MLP,Myeloid diff MLP GFP+ MAC1+ %,West Nile virus CPE,WT yeast gro inh,WT yeast gro inh mutant strain,b-catenin transl,b-catenin transl cell count 5 µM,RSV antiviral HEp-2
O=c1ccc(-c2ccc(S(=O)(=O)Nc3ccc(F)cc3)o2)n[nH]1,5%,-37%,-6%,i,12,i,2.4,-0.2%,.,.,.,.,1.5%
Cc1cccc(C)c1NC(=S)N(CCN1CCCCCC1)Cc1ccco1,7%,1%,-5%,i,40,i,0.7,0.2%,17,0,-1.2,1045,-0.9%
CCOc1ccc(C(=O)NCc2cccnc2)cc1,12%,4%,-4%,i,4,i,1.1,-0.2%,26,54,-1.5,1194,2.7%
Cc1cc(C(C)(C)C)cc(S(=O)(=O)NCCO)c1C,0%,10%,5%,i,4,i,1.1,0.1%,-18,2,4.8,1123,-1.4%
O=C1N(c2ccc3c(c2)OCCO3)C(c2ccccc2)C1(F)F (stereo unspecified),0%,4%,-6%,i,28,i,0.6,0.4%,-11,19,0.7,1099,3.4%
COc1ccccc1N1C(=O)C2C(C(=O)c3ccccc3)=NN(c3ccc(Br)cc3)C2C1=O (stereo unspecified),-7%,.,-60%,i,13,i,0.5,0.5%,.,.,-1.4,1264,2.5%
Cc1ccc(C)c(-n2c(CNC(=O)c3ccco3)nnc2SCC(=O)Nc2nnc(C)s2)c1,6%,17%,-4%,i,20,i,2.6,0.4%,-1,0,-0.4,1158,1.1%
CCCNC(=O)Nc1cc(OCC)c(N2CCOCC2)cc1OCC,22%,13%,5%,i,7,i,0.2,-0.1%,7,3,-5.3,840,2.3%
O=C(CN1C(=O)c2ccccc2C1=O)OCC(=O)c1ccc(F)cc1,6%,1%,1%,i,48,i,0.5,.,.,.,.,.,0.8%
COc1ccc(CNC(=O)c2cccc(NC3=NC4CS(=O)(=O)CC4S3)c2)cc1 (stereo unspecified),10%,0%,.,i,22,i,1.6,0.0%,.,.,.,.,1.4%
Cc1cccc(CSc2nnc(-c3ccccn3)n2N)c1,19%,-1%,-5%,i,18,i,6.6,0.3%,5,5,0.5,979,4.2%
CCOC(=O)c1ccc(NC(=O)CSC2=NN3CCCC(=O)N=C3S2)cc1,7%,9%,1%,i,12,i,1.3,0.2%,.,.,.,.,8.1%
Cc1nn(Cc2ccccc2)c(C)c1C(=O)N1CCN(CC(=O)Nc2ccccc2Cl)CC1,.,3%,.,i,38,i,0.4,.,.,.,.,.,3.3%
CCOc1cc(C2C(C(=O)OC)=C(C)N=C3SC(C)C(=O)N32)ccc1OC(C)=O (stereo unspecified),4%,16%,-2%,i,48,i,0.6,-0.3%,-1,8,-3.5,1031,1.6%
CC(C)Oc1ccc(CNC2CCOC(C)(C)C2)cc1 (stereo unspecified),5%,1%,2%,i,31,i,13,0.0%,26,26,-0.3,1192,-0.9%
CCc1ccc2c(c1)C(=O)c1ccccc1C2=O,0%,2%,2%,i,55,i,0.4,-1.7%,6,15,0.0,822,6.5%
Cc1csc(NC(=O)c2ccc(S(=O)(=O)N(C)c3ccccc3)cc2)n1,6%,11%,-1%,i,51,i,0.5,-0.3%,7,-8,-1.4,857,10%
O=c1c2ccccc2c(-c2ccc(O)cc2)nn1-c1cccc(C(F)(F)F)c1,8%,9%,-2%,i,51,i,0.5,1.3%,83*,82*,0.2,1135,21%
CCc1ccc(NC(=O)C(=O)NCc2ccccn2)cc1,8%,6%,0%,i,22,i,0.3,-2.1%,4,-5,1.6,968,1.1%
CC(C)(C)NC(=O)C(=O)NN=C1CCCCCCC1,1%,3%,-4%,i,14,i,0.2,0.0%,0,10,1.4,1025,1.9%
S=C(NCCc1ccccc1)Nc1nccs1,20%,9%,.,i,36,i,2.4,.,.,.,.,.,1.3%
Cc1cccc(CN2C(=O)N/C(=C/c3ccc(C)s3)C2=O)c1,0%,16%,-10%,i,34,+,2.8*,0.1%,.,.,67*,639*,-0.8%
CC1CCN(Cc2nnnn2-c2cccc([N+](=O)[O-])c2)CC1,2%,0%,-5%,i,51,i,0.5,-1.0%,2,-1,1.3,1048,2.3%
O=c1c2[nH]cnc2n(-c2cccc(Br)c2)c(=O)n1Cc1ccccc1,26%,0%,-3%,i,22,i,0.7,-0.2%,.,.,.,.,2.4%
CCN(CC(=O)NCc1ccc(F)cc1)Cc1nc2ccccc2c(=O)[nH]1,-4%,5%,-10%,i,22,i,1.0,-0.7%,-3,9,-1.8,1041,2.6%
Cc1ccc(OCCC(=O)NNC(=O)c2ccccc2F)cc1,.,3%,.,i,5,i,0.2,.,.,.,.,.,1.3%
COc1ccccc1C(C)NS(=O)(=O)c1cccs1 (stereo unspecified),84%,.,3%,i,49,.,.,0.0%,.,.,.,.,4.4%
O=C(CSc1nnc(-c2cccnc2)n1C1CCCCC1)NC1CCCC1,-1%,10%,2%,i,54,i,1.4,0.4%,17,22,2.1,1117,1.7%
COc1ccc(Cl)cc1S(=O)(=O)N1CCCC1=O,11%,-2%,-3%,i,43,i,0.5,-0.7%,0,-2,-1.5,979,0.8%
COc1ccc(C(=O)NCC(=O)OC2CCCCC2=O)cc1 (stereo unspecified),4%,2%,-1%,i,20,i,0.8,-0.1%,7,-2,-0.3,1162,0.9%
COc1ccc(C(=O)NCc2cccc(Cl)c2)cc1S(=O)(=O)N1CCOCC1,.,3%,.,i,42,i,1.0,.,.,.,.,.,3.4%
CNc1ncc(Cc2ccccc2)s1,-65%,2%,49%,i,62,i,0.6,-0.2%,11,-6,-1.5,1321,8.3%
Cc1cc(OCC(=O)Nc2ccccn2)c2c(C)c(C)c(=O)oc2c1,8%,10%,-5%,i,15,i,2.1,0.2%,.,.,.,.,3.1%
COc1ccc(NC(=O)Cn2c(-c3ccccc3)cc(C(C)=O)c2C)c(OC)c1,-1%,9%,-3%,i,47,i,0.4,0.0%,1,-11,.,.,0.9%
N#Cc1ccc(/C=N/NC(=O)CCc2ccc(S(=O)(=O)N3CCOCC3)cc2)cc1,11%,3%,2%,i,56,i,1.4,-0.6%,-14,-19,-2.6,559,0.4%
CN(CC(=O)Nc1ccc(SC(F)F)cc1)C1CCCCC1,6%,10%,-5%,i,36,i,0.4,-0.2%,-12,-18,-1.1,1091,-1.9%
Cc1onc(-c2ccccc2)c1C(=O)NC(=S)NNC(=O)c1ccco1,6%,.,-3%,i,2,i,0.4,-0.8%,.,.,0.0,1284,-2.3%
CCc1ccc2[nH]c(=O)c(C3C(C#N)=C(N)Oc4c3ccc3cccnc43)cc2c1 (stereo unspecified),28%,9%,9%,i,12,i,0.9,?,3,25,2.4,883,4.5%
COCCN(Cc1cn[nH]c1-c1ccc2cc(OC)ccc2c1)C(C)C,-9%,4%,7%,i,45,i,0.6,-0.7%,.,.,.,.,-1.2%
S=C(Cc1ccc(Cl)cc1)N1CCOCC1,4%,14%,8%,i,51,i,0.6,-0.1%,2,17,-0.7,1138,-1.0%
C=C(C)CNC(=S)Nc1nc2c(cc1C(=O)OCC)CCCC2,5%,2%,5%,.,.,i,0.3,-0.4%,-1,-25,3.6,542,.
O=C(Cn1c(C(F)(F)F)nc2ccccc21)N1CCCC1,-13%,10%,-10%,i,33,i,1.3,-0.2%,-38,-15,-6.1,1192,1.6%
CCN(Cc1ccccc1)S(=O)(=O)c1cc(C(=O)NC(C)C2CC3CCC2C3)ccc1OC (stereo unspecified),2%,2%,10%,i,50,i,1.7,-1.9%,-28,-29,0.2,1031,11%
Cc1ccc(C2=NN(CCC(=O)NCCCN3CCOCC3)C(=O)CC2)cc1,.,5%,4%,i,19,i,0.0,-0.4%,.,.,.,.,3.0%
CCc1nnc(NC(=O)c2ccc(COc3ccccc3Cl)o2)s1,12%,4%,-7%,i,43,i,0.6,-0.1%,.,.,.,.,2.2%
CC(C)CC(=O)c1c[nH]c(C(=O)NCCc2ccccn2)c1,2%,-5%,-3%,i,24,i,1.3,0.2%,5,3,-2.9,1141,0.5%
CCOc1ccc(CC(=O)NCC2(N3CCCCC3)CCCCC2)cc1,34%,7%,1%,i,53,i,0.3,-1.4%,-5,16,-0.2,1043,0.4%
CC1(C)CC(CC(=O)O)C(=O)O1 (stereo unspecified),6%,0%,-7%,i,20,i,0.6,0.3%,5,-4,.,.,1.5%

# Whole records, looked up by structure. Order of screens: SV40 large T antigen | Rac1 GTP hydrolysis | Salmonella PhoP GFP | T cell HTS | T cell HTS vesicle-bound % | Myeloid diff MLP | Myeloid diff MLP GFP+ MAC1+ % | West Nile virus CPE | WT yeast gro inh | WT yeast gro inh mutant strain | b-catenin transl | b-catenin transl cell count 5 µM | RSV antiviral HEp-2
# Record of `CCOc1cc(C2C(C(=O)OC)=C(C)N=C3SC(C)C(=O)N32)ccc1OC(C)=O` (stereo unspecified) : 4% | 16% | -2% | i | 48 | i | 0.6 | -0.3% | -1 | 8 | -3.5 | 1031 | 1.6%
# Record of `CCCNC(=O)Nc1cc(OCC)c(N2CCOCC2)cc1OCC` : 22% | 13% | 5% | i | 7 | i | 0.2 | -0.1% | 7 | 3 | -5.3 | 840 | 2.3%
# Record of `S=C(Cc1ccc(Cl)cc1)N1CCOCC1` : 4% | 14% | 8% | i | 51 | i | 0.6 | -0.1% | 2 | 17 | -0.7 | 1138 | -1.0%
# Record of `CN(CC(=O)Nc1ccc(SC(F)F)cc1)C1CCCCC1` : 6% | 10% | -5% | i | 36 | i | 0.4 | -0.2% | -12 | -18 | -1.1 | 1091 | -1.9%
# Record of `Cc1cccc(CN2C(=O)N/C(=C/c3ccc(C)s3)C2=O)c1` : 0% | 16% | -10% | i | 34 | + | 2.8* | 0.1% | . | . | 67* | 639* | -0.8%

# Screening data (PubChem)
